rTrxR1 inhibitor = rat TrxR1 inhibition; O89049; Potency, µM (top dose mostly 114 µM), for the others: at the highest dose activity change, negative = inhibition, most hits filed as inhibitors; recombinant rTrxR1, NADPH fluorescence consumption, selenite substrate; AID 588453; 1% of 390,000 active; also: % is scaled to controls: 0 for no effect and ±100 for the full control effect; nearly all actives have a fitted effect of over 65% in size
Target sequence (O89049 whole entry, looked up): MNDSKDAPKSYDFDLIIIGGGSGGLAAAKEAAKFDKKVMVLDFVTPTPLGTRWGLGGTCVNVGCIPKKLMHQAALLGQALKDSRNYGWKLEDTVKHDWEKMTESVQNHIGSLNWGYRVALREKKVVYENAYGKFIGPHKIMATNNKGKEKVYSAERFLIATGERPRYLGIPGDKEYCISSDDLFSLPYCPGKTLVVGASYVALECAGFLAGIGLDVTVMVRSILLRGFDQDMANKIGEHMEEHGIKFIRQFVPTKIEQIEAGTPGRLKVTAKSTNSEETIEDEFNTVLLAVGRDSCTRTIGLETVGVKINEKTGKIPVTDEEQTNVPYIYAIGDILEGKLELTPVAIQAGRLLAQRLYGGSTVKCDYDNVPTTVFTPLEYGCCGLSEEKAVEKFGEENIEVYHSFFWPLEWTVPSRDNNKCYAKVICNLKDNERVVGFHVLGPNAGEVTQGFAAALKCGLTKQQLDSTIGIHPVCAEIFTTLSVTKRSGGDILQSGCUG
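Rat TrxR1 (90 nM in the dispensed reagent) was pre-reduced with 400 uM NADPH for 5 min at room temperature, then incubated with compound for 15 min. After 400 uM selenite was added, NADPH fluorescence (Ex 340/Em 450 nm) was followed for 8 min.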
Vif-APOBEC3F blk = blocks the Vif interaction with APOBEC3F; HeLa A3F-eYFP + Vif (tagged APOBEC3F with the HIV-1 protein that degrades it), YFP fluorescence increase; Potency, µM (doses to about 46.1 µM), without a hit: at the top dose activity, negative = active; 0.2% of 390,000 active; also: % of control where 0% means no effect; nearly all actives have a fitted effect of over 65% in size
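Fluorescence increase (Ex 488/Em 500-530) after overnight compound treatment at 37 deg C flags inhibition of Vif-driven A3F-eYFP loss in stable HeLa A3F-eYFP/Vif cells seeded overnight beforehand.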
IDH1 R132H inh = inhibitors of human mutant IDH1 R132H; Potency, µM (series often up to 76.6 µM), for the others: at the highest dose activity change, negative = inhibition, hits mostly inhibitors; IDH1-R132H enzyme, NADPH consumption, diaphorase/resazurin fluorescence; 0.093% of 390,000 active; also: % is scaled to controls: 0 for no effect and ±100 for the full control effect; nearly all actives have a fitted effect of over 65% in size
Target sequence (O75874 whole entry R132H, stated change not applied): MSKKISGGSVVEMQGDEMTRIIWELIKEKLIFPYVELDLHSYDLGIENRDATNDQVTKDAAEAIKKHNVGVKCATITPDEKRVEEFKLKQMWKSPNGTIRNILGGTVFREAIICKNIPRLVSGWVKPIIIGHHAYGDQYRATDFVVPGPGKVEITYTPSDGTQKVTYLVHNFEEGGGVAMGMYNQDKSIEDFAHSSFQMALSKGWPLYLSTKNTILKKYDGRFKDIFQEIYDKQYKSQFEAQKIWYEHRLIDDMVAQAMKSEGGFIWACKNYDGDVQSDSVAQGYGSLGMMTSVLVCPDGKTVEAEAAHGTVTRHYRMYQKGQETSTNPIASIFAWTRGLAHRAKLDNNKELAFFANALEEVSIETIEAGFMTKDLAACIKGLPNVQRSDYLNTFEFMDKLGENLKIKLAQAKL
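IDH1-R132H (0.5 ug/mL) preincubated 30 min with compound, then NADPH (0.016 mM) and alpha-KG (2 mM) added; 80 min at RT, pH 7.5. Remaining NADPH coupled via diaphorase/resazurin to fluorescence (540/590 nm); concentration-response curves normalized to no-enzyme control.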
RXFP1 ag = activates the human relaxin receptor RXFP1. Q9HBX9. HEK293T-RXFP1 cAMP TR-FRET, 30 min; response scale: percent of porcine relaxin response, buffer zero. Potency, µM (titrated, usually from 57.5 µM), without a hit: at the highest dose activation, hits mostly activators. 0.3% of 370,000 active; also: % is scaled to controls: 0 for no effect and ±100 for the full control effect; nearly all actives have a fitted effect of over 60% in size; many of its hits are not listed in these tables
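HEK293T cells stably expressing RXFP1 were pretreated with the PDE4 inhibitor Ro 20174, exposed to compounds for 30 min at 37C, lysed, and cAMP was read by TR-FRET. Data normalized to buffer (basal) and 29 nM porcine relaxin (100%).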
Vif-APOBEC3G blk = Vif-A3G binding inhibition; Q9HC16; HeLa A3G-eYFP + Vif (tagged APOBEC3G with the HIV-1 protein that degrades it), YFP fluorescence, overnight; Potency, µM (highest dose often 46.1 µM), without a hit: at the highest dose activity, negative = active, usual class: inhibitors; 0.076% of 410,000 active; AID 602310;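 also: % is scaled to controls: 0 for no effect and ±100 for the full control effect; nearly all actives have a fitted effect of over 60% in size; hits raise eYFP signal because A3G escapes Vif-driven loss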
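HeLa cells stably expressing Vif and C-terminally eYFP-tagged A3G, seeded overnight at 37 deg C, then exposed to compound by pintool overnight at 37 deg C. Rise in yellow fluorescence (Ex 488/Em 500-530, Acumen) marks blocked Vif-driven A3G degradation.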
RGS4 inh = inhibitors of human regulator of G protein signaling 4; P49798; Transcreener GDP fluorescence polarization, RGS4-accelerated GTP hydrolysis; Potency, µM (doses to about 114 µM), for the others: at the top dose activity change, negative = inhibition, actives largely listed as inhibitors; 0.039% of 390,000 active; AID 504845; also: % is scaled to controls: 0 for no effect and ±100 for the full control effect; nearly all actives have a fitted effect of over 75% in size; some results filed as inactive show a strong effect at the top dose
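MLSMR compounds (23 nl, pin-transferred) preincubated 10 min at room temperature with a 500nM (2x) first reagent, then RGS4 at 900nM (2x) plus Transcreener GDP mix added; fluorescence polarization (620/688 nm) read before and after 90 min at 30 °C.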
ALOX12 inh = inhibitors of human 12S-lipoxygenase ALOX12; P18054; purified 12hLO, xylenol orange hydroperoxide absorbance; Potency, µM (doses to about 108 µM), without a hit: top-dose activity change, negative = inhibition, most hits filed as inhibitors; 1.1% of 580,000 active; AID 1671190; also: % is scaled to controls: 0 for no effect and ±100 for the full control effect
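Purified human 12hLO at 150 nM in 25 mM Hepes, 0.01% Triton X-100, pH 7.0, preincubated 15 min at room temperature with compound. Reaction started with 40 uM arachidonic acid, 30 min at room temperature. Hydroperoxide measured by Fe-xylenol orange, 573/405 nm absorbance ratio.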
USP1 inh = USP1/UAF1 (human) deubiquitinase inhibition | recombinant USP1/UAF1, Ub-Rhodamine cleavage fluorescence | AID 743255 | 0.23% of 390,000 active | Potency, µM (doses to about 57.1 µM), for the others: at the highest dose activity change, negative = inhibition, usual class: inhibitors; also: % is scaled to controls: 0 for no effect and ±100 for the full control effect; nearly all actives have a fitted effect of over 60% in size; inactives centre near -12
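Step one: compound is pinned into 1nM USP1/UAF1 in HEPES pH 7.8 buffer with TCEP. Step two: 15 min room-temperature incubation. Step three: Ub-Rho (150nM final) starts cleavage, tracked by fluorescence over six one-minute reads.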
TrxR1 substrate = is turned over as a substrate by rat TrxR1; purified TrxR1 substrate turnover, NADPH consumption readout; 0.01% of 390,000 active; Potency, µM (top dose mostly 114 µM), for inactives: at the highest dose activity change, negative = substrate turnover; also: % is scaled to controls: 0 for no effect and ±100 for the full control effect; nearly all actives have a fitted effect of over 50% in size
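Rat TrxR1, dispensed at 90 nM, was prereduced with 400 uM NADPH (final) for 5 min at ~22 deg C, then incubated with compound 15 min before 400 uM selenite. A first-read NADPH fluorescence drop versus no-compound background flagged substrates.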
Active calls of the source: *; i = inactive; ? = inconclusive; / = no result given; [ ] = remark or other dose. Calls follow the shape of the dose curve; as a rule, active = well fitted curve in the direction sought with a large enough effect; inconclusive = small, poorly fitted or top-dose-only effect, or another doubt; inactive = no such curve, though single readings can be large; an effect the other way counts as inactive or inconclusive. Potency is read from the fitted curve at half-maximal effect.

SMILES | rTrxR1 inhibitor | Vif-APOBEC3F blk | IDH1 R132H inh | RXFP1 ag | Vif-APOBEC3G blk | RGS4 inh | ALOX12 inh | USP1 inh | TrxR1 substrate
Cc1cc(C)cc(C(=O)N(NC(=O)Nc2ccc(Cl)cc2)C(C)(C)C)c1 | -5% | 0% | -3% | -0.4% | 1% | -23% | 30% | -15% | -4%
COc1cccc2c1Oc1ncccc1N(C(=O)CCC(=O)NCc1cccc(C)c1)C2 | 1% | -7% | 3% | -0.5% | -25% | -20% | 5% | -10% | -5%
Cc1ccccc1-c1nc(-c2ccccn2)no1 | 22%[57.1 µM] | -2% | 4% | 0.7% | 0% | -6% | -12% | -15% | 9%[57.1 µM]
CCOC(=O)c1cc(S(=O)(=O)N2CCN(c3ccc(C(C)=O)cc3)CC2)[nH]n1 | 5%[57.1 µM] | -1% | -23% | 4.0% | -5% | -15% | ? | -8% | 3%[57.1 µM]
COc1ccc(/C=C/C(=O)O/N=C(\N)c2cccnc2)cc1OC | 2% | 1% | -1% | 1.7% | 0% | 2% | ? | -16% | -1%
COc1ccc2cc(CCNC(=O)c3cccc([N+](=O)[O-])c3)c(=O)[nH]c2c1 | -1% | 1% | -15% | -0.1% | -4% | -2% | -21% | -20% | -4%
CN(CC(=O)Nc1cccc(F)c1)C(=O)c1cccc(S(=O)(=O)N2CC3(C)CC2CC(C)(C)C3)c1 (stereo not given) | -1% | 5% | 3% | 0.6% | 4% | -19% | -28% | -13% | -13%
Cc1cc(N=Nc2ccccc2)cc(C)c1NC(=O)C(F)(F)F | -16%[11.4 µM] | 4% | 0% | / | -6% | -19% | -11% | -25% | 6%[57.1 µM]
Cc1ccc2c(Cl)cc(Cl)c(OCC(=O)N3CCCC3)c2n1 | 14%[57.1 µM] | 5% | 2% | 3.0% | 6% | -43% | ? | -11% | 9%[57.1 µM]
CCC(C)N(C(=O)COC(=O)CCc1c[nH]c2ccccc12)C1CCS(=O)(=O)C1 (stereo not given) | 3% | 2% | 3% | 0.0% | ? | 2% | 0% | -14% | 1%
Cc1nnc(SCc2cc(=O)c3ccccc3[nH]2)s1 | -6%[57.1 µM] | -3% | 4% | 2.6% | 4% | 15% | -16% | -19% | -6%[57.1 µM]
NC(=O)CC(NC(=O)c1ccc(Br)cc1)c1ccc(NC2CCCCC2)c([N+](=O)[O-])c1 (stereo not given) | 12%[57.1 µM] | ? | -5% | -2.3% | ? | 3% | 7% | -21% | 8%[57.1 µM]
Cc1ccc(NC(=S)N2CCC(N(C)CC3CCCO3)CC2)c(C)c1 (stereo not given) | 3% | 0% | 3% | 0.4% | 1% | 7% | 18% | -18% | 6%
CCOC(=O)CSc1nnc(-c2ccc([N+](=O)[O-])cc2)o1 | 23%[57.1 µM] | 7% | 6% | 0.2% | 1% | -10% | ? | 2% | -6%[57.1 µM]
COc1ccc(Nc2nnc(-c3ccc(C)c(S(=O)(=O)NCc4nc5ccccc5[nH]4)c3)c3ccccc23)cc1 | -11% | 1% | 19% | -3.1% | 3% | 1% | -3% | -19% | -12%
CC(=O)c1c(C)[nH]c(C(=O)OC(C)C(=O)Nc2cc(S(=O)(=O)N3CCCCC3)ccc2Cl)c1C (stereo not given) | -4%[57.1 µM] | 12% | -3% | 0.9% | 0% | -17% | 2% | -27% | 2%[57.1 µM]
CCc1nnc2n1N=C(c1ccc(Cl)cc1)CS2 | 14% | -22% | 9% | -0.5% | 0% | 29% | i | -15% | -5%
Cc1[nH]c2ccccc2c1C1N2CC3(C)CN1CC(C)(C2)C3=O (stereo not given) | 22% | -4% | 0% | 2.2% | 2% | 7% | 0% | -10% | -1%
O=C(CCN1C(=O)c2ccccc2C1=O)Nn1cnnc1 | 4% | -1% | 2% | 2.4% | 1% | -7% | -3% | -15% | -8%
CC(N)c1ccc(Cl)cc1Cl (stereo not given) | -6% | 8% | 1% | 1.7% | 3% | -28% | -3% | -10% | -4%

In a second layout: results already given
Cc1ccccc1-c1nc(-c2ccccn2)no1
  rTrxR1 inhibitor: 22%[57.1 µM]
  Vif-APOBEC3F blk: -2%
  IDH1 R132H inh: 4%
  RXFP1 ag: 0.7%
  Vif-APOBEC3G blk: 0%
  RGS4 inh: -6%
  ALOX12 inh: -12%
  USP1 inh: -15%
  TrxR1 substrate: 9%[57.1 µM]
CCOC(=O)c1cc(S(=O)(=O)N2CCN(c3ccc(C(C)=O)cc3)CC2)[nH]n1
  rTrxR1 inhibitor: 5%[57.1 µM]
  Vif-APOBEC3F blk: -1%
  IDH1 R132H inh: -23%
  RXFP1 ag: 4.0%
  Vif-APOBEC3G blk: -5%
  RGS4 inh: -15%
  ALOX12 inh: ?
  USP1 inh: -8%
  TrxR1 substrate: 3%[57.1 µM]

Additional structures follow.
SMILES | rTrxR1 inhibitor | Vif-APOBEC3F blk | IDH1 R132H inh | RXFP1 ag | Vif-APOBEC3G blk | RGS4 inh | ALOX12 inh | USP1 inh | TrxR1 substrate
CSc1ncc(CN2CCN(C3CCCCC3)C(CCO)C2)cn1 (stereo not given) | 11% | 11% | -1% | 0.1% | 0% | -21% | 2% | -19% | 4%
CCOP(=O)(OCC)c1nc(-c2ccc(OC)cc2)oc1N1CCOCC1 | 50%[activator] | 6% | 0% | 0.0% | -2% | 24% | -12% | -24% | 396%[activator]
CC(O)[C@@H](NC(=O)C1CCC(CNC(=O)[C@H](Cc2ccccc2)NC(=O)OC(C)(C)C)CC1)C(=O)O (stereo not given in full) | 6% | -1% | 2% | -2.7% | 1% | 5% | -16% | -9% | 3%
COc1ccc(NC(=O)CN(C)C(=O)c2cc(C)oc2C)cc1 | / | -1% | 6% | / | -1% | / | ? | -22% | /
c1ccc2c(c1)oc1c(NCC3CCCO3)ncnc12 (stereo not given) | 8% | 14% | 11% | 1.9% | -1% | -20% | ? | -12% | -3%[0.457 µM]
COc1ccc(-c2ncn(CCC#N)c2[N+](=O)[O-])cc1 | 7% | 15% | 2% | 1.1% | 9% | -1% | -26% | -19% | 5%
COc1cc2c(cc1OC)CN(S(=O)(=O)/C=C/c1ccccc1)CC2 | 11% | -2% | -4% | 0.0% | -3% | -7% | 4% | ? | 2%
COc1ccc(NC(=O)CN(C)C(=O)Cc2n[nH]c(=O)c3ccccc23)cc1 | 4%[57.1 µM] | 0% | 5% | 2.5% | 2% | -10% | 6% | -8% | 2%[57.1 µM]
CC(C)CC(CCc1ccccc1)OS(N)(=O)=O (stereo not given) | 13% | 0% | -1% | -0.8% | -1% | -22% | 1% | -15% | -6%
CS(=O)(=O)Nc1ccc(C(=O)NCCSc2ccc(Cl)cc2)cc1 | 19% | 1% | 6% | -1.9% | -1% | -6% | ? | -20% | 8%
COc1ccccc1CN1C(=O)CNC1=S | 3% | -11% | 1% | -0.1% | -5% | -4% | / | -22% | 2%
O=C(NC1CCCCC1)c1ccccc1NC(=O)C1CC(=O)N(c2ccccc2)C1 (stereo not given) | 26% | -18% | 9% | 0.1% | -8% | -1% | -14% | -1% | 9%
C=CCC[C@@H](Cc1ccc(F)cc1)C(=O)OCCNC(=O)[C@@H](CC=C)CC(=O)N[C@@H](CO)Cc1ccccc1 | 8% | 6% | 18% | / | -2% | 14% | 0% | -7% | -3%
CC1CN(C(=O)c2cc3ccccc3oc2=O)CC(C)O1 (stereo not given) | 10% | 6% | -1% | 1.3% | 2% | -15% | 5% | -12% | -8%
Cc1ccc(N(C(=O)CS(=O)CC(=O)Nc2ccc(F)cc2)C(C)C(=O)NC(C)(C)C)cc1 (stereo not given) | 16%[57.1 µM] | -3% | 8% | 0.0% | 0% | -3% | -27% | -11% | 7%[57.1 µM]
Cn1c(Cn2c(=O)sc3ccccc32)nnc1SCc1cccnc1 | 21% | 3% | -2% | 1.9% | 2% | -17% | 360%[activator] | -20% | 6%
Nc1cc(=O)[nH]c(SCCSc2ccccc2F)n1 | 14% | 5% | -6% | 0.8% | 0% | 35% | 4% | -9% | -4%
COc1cccc(NC(=O)Cn2c3ccccc3c3nc4n(c(=O)c32)CCCS4)c1 | 27% | 3% | -3% | 3.1% | 3% | 34% | -10% | -20% | -2%

Structures above containing two or more sulfur atoms (four):
SMILES | rTrxR1 inhibitor | Vif-APOBEC3F blk | IDH1 R132H inh | RXFP1 ag | Vif-APOBEC3G blk | RGS4 inh | ALOX12 inh | USP1 inh | TrxR1 substrate
Cc1nnc(SCc2cc(=O)c3ccccc3[nH]2)s1 | -6%[57.1 µM] | -3% | 4% | 2.6% | 4% | 15% | -16% | -19% | -6%[57.1 µM]
CS(=O)(=O)Nc1ccc(C(=O)NCCSc2ccc(Cl)cc2)cc1 | 19% | 1% | 6% | -1.9% | -1% | -6% | ? | -20% | 8%
Cn1c(Cn2c(=O)sc3ccccc32)nnc1SCc1cccnc1 | 21% | 3% | -2% | 1.9% | 2% | -17% | 360%[activator] | -20% | 6%
Nc1cc(=O)[nH]c(SCCSc2ccccc2F)n1 | 14% | 5% | -6% | 0.8% | 0% | 35% | 4% | -9% | -4%

An excerpt; the hit share may differ from the screen's.
